STEP inh: blocks human striatal-enriched tyrosine phosphatase; recombinant STEP, OMFP fluorogenic substrate, fluorescence; P54829; inhibition, % at 20 µM; actives 0.25% (n = 360,000);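 active means inhibition at 20 µM, scaled per plate between control wells, above about 37%, limit read from the data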;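 further: 0% = DMSO with enzyme and substrate and 100% = substrate only without enzyme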
Target sequence (P54829 whole entry, looked up): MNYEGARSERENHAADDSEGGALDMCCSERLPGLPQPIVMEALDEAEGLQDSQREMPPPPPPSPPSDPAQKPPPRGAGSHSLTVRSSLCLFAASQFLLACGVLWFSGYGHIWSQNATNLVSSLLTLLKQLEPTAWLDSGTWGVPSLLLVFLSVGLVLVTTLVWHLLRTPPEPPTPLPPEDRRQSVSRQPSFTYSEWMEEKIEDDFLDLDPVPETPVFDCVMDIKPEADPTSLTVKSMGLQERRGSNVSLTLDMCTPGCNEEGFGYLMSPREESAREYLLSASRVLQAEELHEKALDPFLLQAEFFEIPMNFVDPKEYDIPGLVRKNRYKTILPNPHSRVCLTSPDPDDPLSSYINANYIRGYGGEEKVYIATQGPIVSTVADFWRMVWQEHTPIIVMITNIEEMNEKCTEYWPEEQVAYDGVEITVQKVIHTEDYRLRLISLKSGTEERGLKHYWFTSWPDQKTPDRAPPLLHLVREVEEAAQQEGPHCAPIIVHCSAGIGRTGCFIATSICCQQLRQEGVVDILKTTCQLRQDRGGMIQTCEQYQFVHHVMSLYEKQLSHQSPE
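Test system: STEP tyrosine phosphatase / Reagent: OMFP at 25 µM / Doses: 20 µM, 1% DMSO / Read-out: percent inhibition scaled to no-enzyme and uninhibited-enzyme controls, plate-pattern corrected / Detection: FITC-channel fluorescence of OMFP product / Medium: Bis-Tris buffer pH 6.0, 2.5 mM DTT, 0.005% Tween 20 / Schedule: 20 min at room temperature, dark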
MT1-MMP act inh: blocks activation of human MT1-MMP; GFP/RFP ratio change, % at 20 µM; HT1080 RFP-PRO-GFP cells, GFP/RFP ratio fluorescence, overnight; percent of plate control window, DMSO zero; AID 651647; actives 0.061% (n = 360,000); P50281;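 active means GFP/RFP ratio change of at least 30% with cell ATP level not reduced by more than half and red fluorescence within 50% of control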; further: strong numbers were not always called active
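Material – HT1080 RFP-PRO-GFP cells · Control set – DMSO wells and RFP-L50D-GFP cells · Incubation – overnight cell settling, then overnight compound exposure, 37 °C, 5% CO2 · Compound dosing – single-point 20 µM compound, 1% DMSO · Read-out – GFP/RFP fluorescence ratio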
Rpn11 block: Rpn11 (human) deubiquitinase inhibition; human 26S proteasome, Ub4-pepOG fluorescence polarization; 20S core pre-blocked with epoxomicin; AID 588493; calls only at 20 µM; O00487; actives 0.59% (n = 360,000);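 active means inhibition at 20 µM, scaled to each plate's controls, above about 33%, limit read from the data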
Scp1 inh: Scp-1 (human) phosphatase inhibition | Recombinant Scp1, phosphopeptide, malachite green phosphate absorbance | inhibition, % at 20 µM | actives 0.88% (n = 340,000) | AID 493091;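 active means inhibition above about 50% at 20 µM, limit read from the data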;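 further: plate controls were DMSO wells with enzyme for no effect and wells lacking enzyme for full effect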
Target sequence (Q9GZU7 76-261 limits assumed): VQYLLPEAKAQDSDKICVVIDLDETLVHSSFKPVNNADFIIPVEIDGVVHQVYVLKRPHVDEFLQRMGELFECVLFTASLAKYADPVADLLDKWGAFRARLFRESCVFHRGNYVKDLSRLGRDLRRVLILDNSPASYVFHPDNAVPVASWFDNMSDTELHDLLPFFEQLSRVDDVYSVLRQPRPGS
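Test system: SCP-1 phosphatase catalytic domain, residues 76-261; measured by: colorimetric phosphate reagent with accelerator and stabiliser, absorbance at 630 nm; timing: enzyme reaction 45 min at room temperature, colour 5 min, stabilisation 30 min; also added: Phosphorylated 17-residue peptide substrate; compound dosing: one concentration, 20 µM, with 1.0% DMSO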
SKN-1 inh: inhibitors of C. elegans SKN-1 | C. elegans VP596 Pgst-4::GFP/RFP ratio, acrylamide-induced, 24 h | inhibition, % at 21.8 µM | actives 0.49% (n = 360,000) | AID 624304;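 active means interference check ratio from 0.5 to 1.5 plus GFP to RFP signal ratio inhibition reaching or exceeding a fixed threshold, cut at about 30% in these data, passing the limit was not always enough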; further: some compounds called inactive have numbers as strong as hits
NadD inh: blocks S. aureus nicotinate mononucleotide adenylyltransferase; purified NadD enzyme, colorimetric absorbance read-out; inhibition, % at 20 µM; actives 0.78% (n = 360,000); AID 602399; in the data active means inhibition above about 26%; further: some compounds past the cut are filed as inactive
SUMO1 PPI mod: modulators of human SUMO1-mediated protein-protein interactions; P63165; SUMO1 binding to a labelled peptide, TR-FRET, 1 h; inhibition, % at 20 µM; actives 0.33% (n = 360,000); AID 602429; in the data active means inhibition above about 37%
Target sequence (P63165 whole entry, looked up): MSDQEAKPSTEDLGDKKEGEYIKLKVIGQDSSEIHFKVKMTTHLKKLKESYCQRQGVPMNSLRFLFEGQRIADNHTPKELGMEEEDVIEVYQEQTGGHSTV
CendR NRP1 mod: modulators of CendR peptide binding to human neuropilin-1. O14786. FAM-RPARPAR peptide binding to NRP-1, fluorescence polarization. AID 602438. actives 0.85% (n = 360,000). inhibition, % at 25 µM;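 active means inhibition or corrected inhibition above about 18%, plus a signal ratio from 0.5 to 1.5, limit read from the data, passing the limit was not always enough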; further: strong numbers were not always called active
LMPTP block: LMPTP (human) inhibition | P24666 | recombinant LMPTP-A, OMFP fluorogenic substrate, fluorescence intensity | inhibition, % at 20 µM | actives 0.22% (n = 360,000) | AID 651560;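 active means compounds that cut the enzyme signal by at least half of the control window in the single-dose screen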;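 further: plate controls were DMSO wells with enzyme plus substrate for no effect and substrate without enzyme for full effect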
Target sequence (P24666 whole entry, looked up): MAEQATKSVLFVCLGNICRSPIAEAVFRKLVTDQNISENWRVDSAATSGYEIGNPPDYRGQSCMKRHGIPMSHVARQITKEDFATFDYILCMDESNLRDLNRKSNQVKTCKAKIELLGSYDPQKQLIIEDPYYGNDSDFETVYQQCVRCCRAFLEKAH
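Assay system: LMPTP-A, protein tyrosine phosphatase of low molecular weight / Medium: pH 6.0 Bis-Tris buffer with DTT and Triton X-100 / Schedule: 50 min enzyme reaction at room temperature, protected from light / Measured by: endpoint fluorescence intensity from OMFP dephosphorylation / Read-out basis: % inhibition relative to no-enzyme and uninhibited control wells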
DNMT1 block: inhibitors of human DNMT1; P26358; DNMT1 molecular beacon, Hinp1I cleavage, fluorescence; inhibition (reported as % activation of signal), % at 10 µM; actives 0.83% (n = 360,000); in the data active means inhibition above about 50%
* = called active by the depositor; i = inactive; / = not tested or not shown; & = joins results of further samples.

SMILES | STEP inh | MT1-MMP act inh | Rpn11 block | Scp1 inh | SKN-1 inh | NadD inh | SUMO1 PPI mod | CendR NRP1 mod | LMPTP block | DNMT1 block
Cc1nc2ccccc2n1CC(O)Cn1c(C(F)(F)F)nc2ccccc21 (configuration not stated) | -2 | 6 | i | -5 | 19 | 6 | 0 | 6 | 2.8 | -1
COc1ccccc1Cc1c(-c2ccc(C#N)cc2)nc2c(C)cc(Br)cn12 | 1 | -6 | i | / | 12 | 2 | 8 | -18 | 2.2 | -10
Clc1ccc(OCc2cn3ccccc3n2)c2ncccc12 | -1 | 2 | i | -3 | 13 | -1 | -14 | 3 | 1.6 | -7
CCOc1ccc(C(=O)OCCN(C)C)cc1 | -3 | 3 | i | -6 | 20 | -7 | 2 | 0 | -1.3 | -2
COc1ccc(Cc2nc3ccc(C(=O)N(C)C(C)c4nccs4)cc3o2)cc1 (configuration not stated) | -5 | / | i | -8 | 3 | -1 | 9 | -1 | 0.0 | 1
CCNc1nc(NC(C)C)nc(Oc2ccc(/C=N/O)cc2)n1 | -1 | -8 | i | -5 | -27 | -5 | 0 | -8 | -0.2 | 0
COc1ccc(C[C@H]2CN3C(=NC[C@H]3Cc3ccccc3)N2CCNC(=O)CCC2CCCCC2)cc1 | 4 | -1 | i | 21 | 3 | 2 | -12 | -5 | 1.6 | 20
O=C(Nc1cccc2ccccc12)c1csc([C@@H]2O[C@H](CO)[C@@H](O)[C@H]2O)n1 | -2 | 2 | i | / | 1 | 0 | -5 | -10 | 1.2 | -2
O=C(NN=C1CCCCCC1)c1cn(-c2ccccc2)nc1-c1ccccc1 | 2 | 7 | i | 0 | 18 | -1 | -1 | 0 | -0.8 | 1
Cc1cccc(NC(=S)N(Cc2ccc(Br)cc2)Cc2ccc(C(=O)O)cc2)c1 | 3 | 0 | i | -5 | 7 | 1 | 1 | 0 | -0.1 | 2
Cc1ccccc1/C=N/NC(=O)c1cccnc1 | -1 | 0 | i | 3 | -13 | -2 | -1 | 23 | -2.3 | 3
CCCC(CCC(=O)Nc1ccc(C(=O)OC)cc1)C(=O)O (configuration not stated) | 0 | 2 | i | -3 | -20 | 1 | 3 | 15 | 0.5 | 6
O=C(OCC(=O)N1CCOCC1)c1ccc(N2CCOCC2)c([N+](=O)[O-])c1 | 2 | 1 | i | -6 | 6 | -2 | -30 | 6 | -1.3 | 0
N#Cc1ccc(-c2nc3ccccc3c(=O)n2O)cc1 | 2 | 4 | i | -7 | 7 | -1 | 7 | 12 | 2.2 | 3
O=C(CSc1nc2c(cnn2-c2ccc(F)cc2)c(=O)[nH]1)N1N=C(c2cccs2)CC1c1ccc(F)cc1 (configuration not stated) | -4 | 5 | i | / | 0 | 54* | 5 | -10 | 3.0 | 7
O=C(Nc1ccccc1O)c1cccc(NC(=O)c2ccco2)c1 | -2 | 7 | i | -7 | -17 | -1 | 4 | -1 | -0.2 | -1
CCCCCCSc1cccc(-c2nc3ccc(Cl)cn3c2NCCCC)c1 | 2 | -4&3 | i | 36 | -19&6 | 3&13 | 5&2 | 6&-8 | 2.5&3.1 | 10
O=C(/C=C/c1ccc2c(c1)OCO2)Nc1nc2ccccc2s1 | 1 | 3 | i | -4 | 0 | 11 | -1 | -10 | 1.2 | 39
COc1ccccc1NC(=O)c1ccc(NC(=O)COC(=O)C2(C)CC2(Cl)Cl)cc1 (configuration not stated) | -1 | 2 | i | -12 | 5 | -6 | -1 | 10 | 1.0 | -9
CNC(=O)C[C@H]1C(=O)N(c2ccc(OC)cc2)C[C@@H]1CSC | 0 | 4 | i | / | 8 | -6 | 4 | -8 | -2.5 | 4
C/C(=N\NC(=O)c1nn(C)cc1Br)c1ccc(NC(=O)c2ccncc2)cc1 | -2 | -2 | i | -4 | 1 | -2 | -4 | 10 | -0.4 | -8
O=C(NCc1ccccc1)N[C@@H](Cc1c[nH]c2ccccc12)C(=O)O | -3 | -8 | i | -5 | -28 | 3 | 3 | 16 | -2.1 | 0
O=C(CCc1ccccc1)NCc1ccccc1 | 2 | -2 | i | -3 | -6 | -4 | -2 | 0 | -3.2 | 1
C/C(=N\NC(=O)C1(C)CC1(Br)Br)c1ccc(NC(=O)C2CCC2)cc1 (configuration not stated) | -5 | 0 | i | 2 | 3 | -1 | -4 | -1 | -0.8 | 2
CCOC(=O)[C@H]1[C@H]2COc3ccc(OC)cc3[C@@H]2N2C(=O)CN(Cc3ccccc3)C(=O)[C@@]12C | -2 | -2 | i | -8 | -1 | 0 | 1 | -15 | 1.2 | 3
CCCCOc1nc(N2CCOCC2)nc(C)c1[N+](=O)[O-] | 2 | 3 | i | -13 | 11 | -3 | -5 | -3 | 0.1 | 3
COc1ccccc1NC(=O)CCS(=O)(=O)c1cc2c(cc1Cl)NC(=O)CO2 | 2 | 1 | i | -3 | 0 | 9 | -2 | -7 | -0.3 | 2
CCOCCn1c(CN(Cc2ccccc2)Cc2ccccc2)nc2c1c(=O)[nH]c(=O)n2C | 0 | -4 | i | 1 | 4 | 2 | -2 | -4 | -0.1 | 1
Cc1ccc(NC(=O)CSCC(=O)Nc2ccc(S(=O)(=O)N3CCCC3)cc2)cc1 | -2 | -5 | i | -4 | 2 | -2 | -4 | -9 | 0.9 | 0
Cc1cccc(N(C)C(=O)c2cc(S(=O)(=O)N3CCCCC3)c[nH]2)c1 | 1 | -3 | i | -13 | -2 | 0 | 0 | -6 | -1.0 | 1

Among those listed so far, two have a nitro group on carbon:
SMILES | STEP inh | MT1-MMP act inh | Rpn11 block | Scp1 inh | SKN-1 inh | NadD inh | SUMO1 PPI mod | CendR NRP1 mod | LMPTP block | DNMT1 block
O=C(OCC(=O)N1CCOCC1)c1ccc(N2CCOCC2)c([N+](=O)[O-])c1 | 2 | 1 | i | -6 | 6 | -2 | -30 | 6 | -1.3 | 0
CCCCOc1nc(N2CCOCC2)nc(C)c1[N+](=O)[O-] | 2 | 3 | i | -13 | 11 | -3 | -5 | -3 | 0.1 | 3

The results go on.
SMILES | STEP inh | MT1-MMP act inh | Rpn11 block | Scp1 inh | SKN-1 inh | NadD inh | SUMO1 PPI mod | CendR NRP1 mod | LMPTP block | DNMT1 block
O=C1CC[C@@H](C(=O)O)N1 | 0 | 1 | i | -9 | 4 | 3 | 7 | -2 | -0.6 | 5
CCN1C(=O)N[C@@H](c2ccccc2)[C@@H](C(=O)OC)[C@H]1C | -1 | 8 | i | 0 | 13 | -2 | 3 | 22 | -1.7 | -2
CC1=C(C(N)=O)C(c2ccc(Cl)c(Cl)c2)n2ncnc2N1 (configuration not stated) | -1 | 2 | i | -2 | 6 | 1 | -2 | 17 | -1.2 | 2
O=C1C2C3C=CC(C3)C2C(=O)N1c1ccc2c(c1)OCO2 (configuration not stated) | -3 | 2 | i | -8 | 11 | 0 | 0 | -10 | -0.2 | -5
COCC(C)NC(=O)C1c2ccccc2Oc2ccccc21 (configuration not stated) | -2 | 0 | i | 4 | -3 | 2 | 4 | 4 | -0.5 | 2
O=C(CNC(=O)OCc1ccccc1)NCC(=O)Oc1ccc([N+](=O)[O-])cc1 | -3 | -2 | i | -13 | -13 | -4 | -19 | 5 | -1.3 | 2
Cc1nc(NN)c2c3c(sc2n1)COC(C)(C)C3 | 0 | 0 | i | -15 | 32 | -1 | 3 | -10 | -0.3 | -1
O=C(O)c1ccc(N/N=C/c2ccc(OC(=O)c3ccccc3Cl)cc2)cc1 | 0 | 2 | i | 9 | 2 | 11 | -6 | -7 | 3.6 | -1
O=[N+]([O-])c1ccccc1S(=O)(=O)Nc1nc2ccccc2s1 | 0 | -1 | i | -2 | 8 | 1 | -7 | 12 | -0.1 | -2
O=C(c1ccc(SCc2cccc(Br)c2)c([N+](=O)[O-])c1)N1CCN(c2ccccn2)CC1 | 4 | 0 | i | 9 | -5 | 10 | -4 | 1 | 6.7 | -10
O=C(Nc1ccc2[nH]ncc2c1)c1cccc(F)c1 | 2 | -2 | i | 0 | -6 | -4 | 4 | 13 | -1.6 | 24
COc1ccc(C2/C(=C(/O)c3ccccc3)C(=O)C(=O)N2CCCN2CCOCC2)cc1 (configuration not stated) | 0 | 1 | i | -6 | 16 | -1 | 3 | -9 | -3.8 | -1
CN1CCN(CCCC(=O)c2ccc(F)cc2)CC1 | -2 | 5 | i | -9 | 16 | 5 | 6 | 0 | -0.9 | 1
CCOC(=O)C(Cc1ccccc1)NC(C)=O (configuration not stated) | 0 | 8 | i | 0 | -6 | 1 | -4 | 6 | -0.6 | -2
COc1cccc(Nc2ncc(C(=O)O)c3ccccc23)c1 | 4 | 4 | i | -4 | 4 | -2 | -3 | 11 | -1.1 | -4
CC(=O)N[C@@H]1C=C[C@@H](CC(=O)NCc2ccc(Cl)cc2)O[C@@H]1CO | / | 2 | / | / | 12 | / | 5 | 12 | -0.8 | /
O=C(CSCc1ccco1)c1cccs1 | 13 | 2 | i | 0 | -21 | 0 | 0 | -12 | 2.2 | 11
CC1CN(C(=O)COC(=O)Cc2c(F)cccc2Cl)CC(C)O1 (configuration not stated) | 3 | -1 | i | 3 | 1 | -3 | -1 | -3 | 0.3 | 5
Cc1ccc(S(=O)(=O)N2CCC(C(=O)N3CCN(c4ccccn4)CC3)CC2)cc1C | 4 | 2 | i | / | 7 | -4 | 2 | 3 | 0.6 | 0
CCOC(=O)CCNC(=O)N1CCCC(C(=O)c2cccc(Cl)c2)C1 (configuration not stated) | -2 | -1 | i | 1 | 6 | 3 | -5 | 5 | -0.7 | 5
CCOc1ccccc1CNC(=O)C1CCN(c2nc3ccccc3o2)CC1 | -2 | 2 | i | -8 | 9 | -7 | 0 | 11 | 1.2 | 0
CCO/C=C/C(O)(CNC(=O)COc1ccccc1F)C(F)(F)F (configuration not stated) | 0 | 1 | i | -11 | 5 | -4 | 31 | 1 | -1.3 | 0
CC(=O)c1ccc(N2CCN(CC(=O)N(C3CC3)C3CCS(=O)(=O)C3)CC2)c(F)c1 (configuration not stated) | 1 | -3 | i | -5 | -3 | 5 | -5 | 6 | -0.6 | 2
Cc1ccc(S(=O)(=O)NCCSC(C)(C)C)cc1 | -2 | 5 | i | -2 | -18 | -2 | 3 | 8 | -0.4 | 0
CN1C(=O)c2ccccc2Sc2ccc(C(=O)O)cc21 | 0 | -2 | i | -12 | 7 | -2 | 3 | -6 | -0.3 | 0

Molecules from the list above that contain a cyano group:
SMILES | STEP inh | MT1-MMP act inh | Rpn11 block | Scp1 inh | SKN-1 inh | NadD inh | SUMO1 PPI mod | CendR NRP1 mod | LMPTP block | DNMT1 block
COc1ccccc1Cc1c(-c2ccc(C#N)cc2)nc2c(C)cc(Br)cn12 | 1 | -6 | i | / | 12 | 2 | 8 | -18 | 2.2 | -10
N#Cc1ccc(-c2nc3ccccc3c(=O)n2O)cc1 | 2 | 4 | i | -7 | 7 | -1 | 7 | 12 | 2.2 | 3
